# Bioassay records deposited in PubChem BioAssay by Broad Institute.
# E-sel inducer – induces E-selectin expression in human endothelial cells | hit rate 0.37% among 260,000 | P16581 | HUVEC E-selectin immunofluorescence imaging; normalized: neutral wells 0, TNF-alpha wells 100 | activation, % at 7.58 µM;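 active = mean E-selectin-positive cell signal at least 10% of the positive control, reached in at least 60% of replicates, without over 20% cell loss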;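 note: in these data hits start at about 27%; measured in HUVEC primary endothelial cells; signal is the percent of cells scored E-selectin positive by PE staining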
# Target sequence (P16581 whole entry, looked up): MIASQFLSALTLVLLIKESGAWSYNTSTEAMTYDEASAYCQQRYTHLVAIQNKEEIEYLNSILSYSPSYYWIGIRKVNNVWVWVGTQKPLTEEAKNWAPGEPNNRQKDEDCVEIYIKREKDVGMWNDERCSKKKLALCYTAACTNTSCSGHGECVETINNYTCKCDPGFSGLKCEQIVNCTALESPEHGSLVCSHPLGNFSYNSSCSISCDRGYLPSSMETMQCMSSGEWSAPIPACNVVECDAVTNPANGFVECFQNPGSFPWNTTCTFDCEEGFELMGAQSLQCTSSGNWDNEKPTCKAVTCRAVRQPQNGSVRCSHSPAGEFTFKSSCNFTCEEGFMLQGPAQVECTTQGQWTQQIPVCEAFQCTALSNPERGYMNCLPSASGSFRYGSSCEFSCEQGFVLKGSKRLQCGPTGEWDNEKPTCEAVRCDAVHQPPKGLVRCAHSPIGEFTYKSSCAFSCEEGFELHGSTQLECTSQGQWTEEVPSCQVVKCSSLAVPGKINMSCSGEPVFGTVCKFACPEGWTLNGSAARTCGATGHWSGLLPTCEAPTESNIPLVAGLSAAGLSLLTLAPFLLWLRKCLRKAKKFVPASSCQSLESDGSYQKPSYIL
#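 System: HUVEC / Compound: single concentration / Signal: immunofluorescence imaging / Read-out: percent E-selectin-positive cells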
# ERAP1 HTS inh – ERAP1 (human) enzyme inhibition; Q9NZ08; recombinant ERAP1, Leu-AMC fluorescence, 60 min; inhibition, % at 10.7 µM; hit rate 0.15% among 340,000;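 active = mean replicate inhibition of at least 30%, or all replicates individually reaching that 30% level; inactive = mean below 30% and not every replicate reaching it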;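 note: 0% = neutral control wells and 100% = L-leucinethiol positive control wells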
# Cneo AK release – causes C. neoformans cell lysis; adenylate kinase release luminescence, 4 h; normalised: neutral wells 0, clomiphene wells 100; lysis activity, % at 15 µM; hit rate 0.2% among 360,000; AID 651654;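 active = mean lysis activity across replicates of at least 80%, whatever share of replicates individually reach that level; inactive = mean lysis activity below 80%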
#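 Assay system: C. neoformans cells. Amount: yeast cell density of 5 × 10^6 cells/mL. Technique: AK luminescence. Buffer or medium: YPD. Times: static 4 h at 37 °C with compound, 1 h detection. Dosing: single-point compound dose. Read-out: lysis from increased AK signal.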
# RAD52 inh – RAD52 (human) annealing inhibition; P43351; recombinant RAD52 DNA annealing, FRET fluorescence; inhibition, % at 18.7 µM; hit rate 0.46% among 360,000;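 active = every replicate showing at least 50% inhibition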
# Target sequence (P43351 whole entry, looked up): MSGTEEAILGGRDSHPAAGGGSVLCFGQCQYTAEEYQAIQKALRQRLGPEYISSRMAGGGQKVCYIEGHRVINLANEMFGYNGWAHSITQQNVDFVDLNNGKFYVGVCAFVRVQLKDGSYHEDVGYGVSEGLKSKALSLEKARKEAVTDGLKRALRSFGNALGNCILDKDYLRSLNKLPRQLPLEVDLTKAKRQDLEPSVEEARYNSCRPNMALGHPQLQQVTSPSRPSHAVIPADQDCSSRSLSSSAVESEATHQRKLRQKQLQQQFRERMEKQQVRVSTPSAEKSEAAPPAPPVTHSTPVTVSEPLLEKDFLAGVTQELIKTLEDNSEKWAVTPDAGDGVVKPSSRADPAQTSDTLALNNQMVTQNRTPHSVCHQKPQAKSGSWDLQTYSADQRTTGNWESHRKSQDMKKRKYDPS
# PglD DTNB – inhibitors of Campylobacter jejuni PglD acetyltransferase | inhibition, % at 12.5 µM | purified PglD enzyme, DTNB colorimetric CoA detection | hit rate 0.098% among 360,000; in the data active = inhibition above about 16%, passing the limit was not always enough; note: strong numbers were not always called active
# RAD54 branch – blocks human RAD54 Holliday junction branch migration. FAM/BHQ fluorescence. inhibition, % at 10.4 µM. hit rate 0.14% among 360,000. AID 602329;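 active = mean normalized replicate activity at least 40 and at least half of replicates scoring 40 or more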;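 note: 0% = median of neutral control wells and 100% = median of positive control wells; inhibitors cause a drop in the FAM fluorescence signal; in these data hits start at about 50%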
# miR-122 sensor – miR-122 inhibition in Huh7 cells. Huh7 miR-122 Renilla luciferase sensor, 48 h; neutral wells = 0, positive control = 100. activation (reporter increase), % at 12.5 µM. hit rate 0.3% among 340,000;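 active = mean replicate activation score at least 90 and every replicate individually at or above 90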;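 note: higher luciferase means less miR-122 activity so hits act as miR-122 inhibitors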
# PGC1a acetyl inh – PGC1a acetylation modulation, inhibitor mode; U2OS PGC1a acetylation, AlphaScreen anti-acetyl-lysine; with virally co-expressed GCN5 acetyltransferase; inhibition, % at 15.6 µM; hit rate 0.17% among 350,000; AID 651687;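 active = every replicate shows inhibition of at least 40%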;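 note: 0% = neutral control wells and 100% = positive control wells; some results beyond the cut were filed as inactive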
# An asterisk follows results filed as active; . = no result given; & = joins results of further samples; [ ] = dose if it differs, or a comment.
# Below each SMILES – E-sel inducer	ERAP1 HTS inh	Cneo AK release	RAD52 inh	PglD DTNB	RAD54 branch	miR-122 sensor	PGC1a acetyl inh
- CNc1c(N)n(Cc2ccccc2)c(=O)[nH]c1=O
    .	.	1	.	2	-5	-5	3
- CN(C)CC(=O)Nc1ccc2c(c1)[C@@H]1C[C@H](CC(=O)NCc3ccccc3)O[C@@H](CO)[C@@H]1O2
    -0.4	-1	-1	-12	2	1	10[16.7 µM]	-2
- O=C(CSc1nnnn1-c1ccccc1)NCCCN1CCCC1=O
    -0.2	0	1	0	-4	8	14	3
- Cc1ccc(S(=O)(=O)Nc2ccc3c(c2)C(=O)N([C@H](C)CO)C[C@@H](C)[C@@H](CN(C)S(=O)(=O)c2ccc(F)cc2)O3)cc1
    1.2	-2	.	17	.	.	35[16.7 µM]	-5
- O=C(COC(=O)c1cc(S(=O)(=O)N2CCCC2)ccc1O)NCCc1ccccc1
    0.3	-1	0	-11	0	10	-11	-3
- O=C(N[C@@H]1CC[C@H](CC(=O)N2CCOCC2)O[C@H]1CO)c1ccccn1
    0.6	4	54	12	0	-4	.	-8
- CNC(=O)C[C@@H]1CC[C@H]2[C@H](COc3ccc(NC(=O)Nc4ccccc4OC)cc3C(=O)N2C)O1
    0.0	2	1	12	-3	2	-8[16.7 µM]	2
- CNC[C@H]1Oc2ccc(NC(=O)Nc3ccccc3)cc2C(=O)N([C@H](C)CO)C[C@@H]1C
    -3.4	-1	-3	-17	3	-2	4[16.7 µM]	7
- CCC(=O)N(C)C[C@@H]1Oc2cc(-c3cccc(OC)c3)ccc2S(=O)(=O)N([C@H](C)CO)C[C@H]1C
    0.6	2	57	0	-4	-1	-1[16.7 µM]	7
- CC(=O)Nc1cccc(N=NN2CCCCC2)c1
    0.9	-1	-2	-3	-1	-3	5	4
- COc1ccc(NC(=O)c2ccc(NC(=O)CN3CCN(c4ccc(O)cc4)CC3)cc2)cc1
    0.1	0	2	7	-1	6	1	1
- O=C(c1ccccc1[N+](=O)[O-])N(CCc1ccccc1)Cc1ccccc1
    -1.1	0	2	-8	12	1	.	.
- C[C@H](CO)N1C[C@H](C)[C@H](CN(C)CC2CCOCC2)Oc2cc(C#C[C@@H](C)O)ccc2S1(=O)=O
    0.0	-4	0	10	4	-10	-5[16.7 µM]	8
- O=C1CCCN1c1ccc(N2CCCC2=O)cc1
    0.1	-3	0	-7	5	1	9	.
- S=C(Nc1ccccc1Cl)N1CCCCC1
    .	-2	3	3	5	10	-10	15

# Following part:
# Below each SMILES – E-sel inducer	ERAP1 HTS inh	Cneo AK release	RAD52 inh	PglD DTNB	RAD54 branch	miR-122 sensor	PGC1a acetyl inh
- CSc1cccc(NC(=S)N(Cc2ccccc2)Cc2cccnc2)c1
    2.8	-1	.	-44	.	.	.	-18
- CC=Cc1ccc2n(c1=O)C[C@@H]1[C@@H](CO)[C@H](C(=O)Nc3ccc(-c4ccccc4)cc3)[C@H]2N1C(=O)CC (mixture of isomers)
    0.4	-3	0	-12	0	-4	.	.
- N#Cc1ccc(Oc2cc(C(F)(F)F)nc(-c3ccccn3)n2)cc1
    .	.	3	.	-2	10	-1	3
- CCOC(=O)C1(C)CCN1C(=O)c1ccc(OC)c(OC)c1 (stereo not drawn)
    1.0	-3	1	-8	-4	0	-2	8
- CCC(C)(O)c1[nH]c2ccc(C(F)(F)F)cc2c1C (stereo not drawn)
    0.2	11	2	-14	4	6	.	.
- O=C1CC2(CCCC2)C(=O)N1CN1CCN(S(=O)(=O)c2ccc(Cl)c(Cl)c2)CC1
    .	-2	-4	-3	3	4	-11	-6
- CC1CCCCC1NC(=O)C(C)N1C(=O)c2ccccc2C1=O (stereo not drawn)
    -0.8	-2	1	-18	1	10	.	-8
- C[C@@H]1CN([C@H](C)CO)C(=O)Cc2cc(NC(=O)Cc3ccccc3)ccc2O[C@H]1CN(C)Cc1ccc2c(c1)OCO2
    -0.1	1	-4	7	1	-4	-7[16.7 µM]	-13
- O=C(NNc1nc(-c2ccccc2)cs1)c1cccs1
    .	-3	0	-20	-2	-5	-8	3
- CC1=CC(C)C2C(=O)N(O)C(=O)C2C1 (stereo not drawn)
    .	.	0	.	-1	5	-8	-7
- CCOC(=O)CSc1nc2c(cnn2-c2ccc(C)cc2)c(=O)[nH]1
    .	.	-2	.	7	-6	1	.
- O=C(Nc1ccc2oc(-c3ccc4ccccc4c3)nc2c1)c1cccs1
    .	.	-4	.	1	1	5	-18
- CCCC12CN3CCN(CC(C3)/C1=N\NC(=O)c1ccccc1N)C2
    -1.2	.	1	.	-3	-7	-6	-2
- O=C(Nc1ccnn1C1CCN(CCCc2ccccc2)CC1)c1ccccc1
    0.0	-2	0	-29	0	0	4	-3
- NC(=O)C1CCN(C(=O)c2ccc(Cl)c(S(=O)(=O)N3CCc4ccccc43)c2)CC1
    0.3	0	0	-28	3	-6	21	-4

# The listing continues:
# Below each SMILES – E-sel inducer	ERAP1 HTS inh	Cneo AK release	RAD52 inh	PglD DTNB	RAD54 branch	miR-122 sensor	PGC1a acetyl inh
- Cc1ccc(Cn2ncn3c(cc4ccccc43)c2=O)cc1
    .	.	10	.	2	-9	0	4
- C=CCSc1nnc(-c2cc(Br)ccc2N)c(=O)[nH]1
    4.7	4	0	-19	-1	3	0	10
- CCCn1c(=O)c2c(nc(Br)n2CCC)n(C)c1=O
    .	.	0	.	3	-4	-3	.
- Cc1nc2ccc(C(=O)N(C)Cc3ccccc3)cn2c1N(C)C(=O)CCc1ccccc1
    0.4	1	-2	-2	3	6	2	-1
- COc1cc(CCCN2C(N)=NC[C@@H]2Cc2ccccc2)cc(OC)c1OC
    -0.1	.	10	.	-7	7	0	.
- CC(C)(C)OC(=O)N1CCC(NC(=O)c2nc[nH]c2C(=O)N2CCc3ccccc3C2)CC1
    -0.2	0	2	-1	2	-8	1	.
- C[C@@H]1CN([C@@H](C)CO)C(=O)Cc2cc(NS(=O)(=O)c3ccccc3)ccc2O[C@@H]1CN(C)S(=O)(=O)c1ccc(F)cc1
    0.4	.	-5	.	2	-6	18[16.7 µM]	-5
- CCCc1ccc(C(=O)NNc2ccc(F)cc2)cc1
    0.0	-1	1	-13	-4	-6	1	8
- CCOC(=O)C(NC(=O)C1CCCN1C(=O)OCc1ccccc1)C(=O)OCC (stereo not drawn)
    .	.	1	.	6	-23	-4	-7
- O=C(C[C@H]1C=C[C@H](NC(=O)Nc2ccc3c(c2)OCO3)[C@H](CO)O1)NCc1ccc2c(c1)OCO2
    0.9	6	-1	-6	5	-5	.	4
- COc1ccc([C@@H]2[C@@H]3C(=O)N(C(C)(C)C)C(=O)[C@@H]3[C@]3(Cc4ccccc4)C(=O)N(c4ccc(Br)cc4)C(=O)N23)cc1
    .	.	-2	.	0	2	0	9
- COc1ccc(S(=O)(=O)Nc2ccc3c(c2)C(=O)N([C@@H](C)CO)C[C@@H](C)[C@H](CN(C)S(=O)(=O)c2cccs2)OCCCC[C@H](C)O3)cc1
    .	3	-1	-14	2	-5	4[16.7 µM]	-24
- Cc1ccc2c(c1)sc1nc(=O)n(-c3cccc(Cl)c3)c(=O)n12
    .	.	2	.	1	-4	0	-25
- C[C@H](CO)N1C[C@H](C)[C@H](CN(C)S(C)(=O)=O)Oc2ccc(NS(=O)(=O)c3cn(C)cn3)cc2CC1=O
    -1.6	0	-2	-3	0	-4	-6[16.7 µM]	-5
- Cc1cc(C(=O)O)oc(=O)c1
    15	.	1	-25	6	0	-4	-1

# 5 of the compounds above, bar-delimited:
SMILES | E-sel inducer | ERAP1 HTS inh | Cneo AK release | RAD52 inh | PglD DTNB | RAD54 branch | miR-122 sensor | PGC1a acetyl inh
Cc1ccc(Cn2ncn3c(cc4ccccc43)c2=O)cc1 | . | . | 10 | . | 2 | -9 | 0 | 4
C=CCSc1nnc(-c2cc(Br)ccc2N)c(=O)[nH]1 | 4.7 | 4 | 0 | -19 | -1 | 3 | 0 | 10
CCCn1c(=O)c2c(nc(Br)n2CCC)n(C)c1=O | . | . | 0 | . | 3 | -4 | -3 | .
Cc1nc2ccc(C(=O)N(C)Cc3ccccc3)cn2c1N(C)C(=O)CCc1ccccc1 | 0.4 | 1 | -2 | -2 | 3 | 6 | 2 | -1
COc1cc(CCCN2C(N)=NC[C@@H]2Cc2ccccc2)cc(OC)c1OC | -0.1 | . | 10 | . | -7 | 7 | 0 | .

# One compound at a time, from the list above. Order of screens: E-sel inducer	ERAP1 HTS inh	Cneo AK release	RAD52 inh	PglD DTNB	RAD54 branch	miR-122 sensor	PGC1a acetyl inh
# CNC[C@H]1Oc2ccc(NC(=O)Nc3ccccc3)cc2C(=O)N([C@H](C)CO)C[C@@H]1C in the list: -3.4	-1	-3	-17	3	-2	4[16.7 µM]	7
# Cc1ccc(Cn2ncn3c(cc4ccccc43)c2=O)cc1 in the list: .	.	10	.	2	-9	0	4

# Look-ups from the results shown.
# Result for CCCc1ccc(C(=O)NNc2ccc(F)cc2)cc1 in RAD54 branch: -6
# Result for C[C@H](CO)N1C[C@H](C)[C@H](CN(C)S(C)(=O)=O)Oc2ccc(NS(=O)(=O)c3cn(C)cn3)cc2CC1=O in ERAP1 HTS inh: 0

# The results go on.
# Below each SMILES – E-sel inducer	ERAP1 HTS inh	Cneo AK release	RAD52 inh	PglD DTNB	RAD54 branch	miR-122 sensor	PGC1a acetyl inh
- C[C@@H]1CN([C@@H](C)CO)S(=O)(=O)c2ccc(-c3ccccc3)cc2O[C@H]1CN(C)CC1CCCC1
    1.5	-3	3	3	0	2	11[16.7 µM]	5
- CN(c1cccc(NC(=O)c2cccc([N+](=O)[O-])c2)c1)S(C)(=O)=O
    .	2	-3	-3	-2	-6	0	8
- CCCNC(=O)c1cc(C2CCCCN2S(=O)(=O)Cc2cccc(C(F)(F)F)c2)on1 (stereo not drawn)
    0.1	3	-1	0	2	-12	0	-14
- O=C(CCc1ccco1)CCc1ccco1
    -0.5	0	-3	-15	1	-2	-3	-7
- COc1ccc(N2C[C@H](CSC)[C@@H](CC(=O)Nc3ccccc3)C2=O)cc1
    -1.2	-3	1	-4	-2	0	0	.
- CCOC(=O)Nc1cccc(C(=O)O)c1
    .	.	-1	.	-2	5	-6	-8
- C[C@H]1CN([C@@H](C)CO)C(=O)CCCn2cc(nn2)CO[C@@H]1CN(C)S(=O)(=O)c1cn(C)cn1
    -0.8	-4&0	-2	4&-2	-4	1	-2[16.7 µM]	-4
- CCOC(=O)N1CCC(NCCNC(=O)c2ccccc2Cl)CC1
    .	.	0	.	-2	-5	-7	.
- C[C@@H]1CN([C@H](C)CO)C(=O)CCCn2cc(nn2)CO[C@@H]1CN(C)C
    3.4	-2	-18	14	1	7	-1[16.7 µM]	4
- CC(C)Oc1ccc(CCC(=O)NNC(=O)CCC(=O)O)cc1
    1.1	.	.	3	.	.	-4	5
- Cc1ccc(OCC(=O)Nc2ccccc2C(=O)N2CCCC2)cc1
    0.0	-1	30	-8	-2	-7	.	.
- CCN(CC)C(=O)C1CCN(c2ncnc3c2cnn3-c2ccc(C)cc2C)CC1
    .	.	0	.	3	19	-2	-4
- CCCC(CCC(=O)Nc1ccc(S(N)(=O)=O)cc1)C(=O)O (stereo not drawn)
    .	.	1	.	9	-29	-7	2
- COc1ccc(S(=O)(=O)N2CCCCC2)cc1NC(=O)C1CC(=O)N(Cc2ccco2)C1 (stereo not drawn)
    .	1	.	-2	.	.	1	15
- C=CCn1c(SCc2nnc(-c3ccccc3)o2)nnc1C(O)c1ccccc1 (stereo not drawn)
    .	.	1	.	1	8	2	6
- O=c1c(Cc2c(F)cccc2Cl)c(O)ccn1CCc1c[nH]c2ccccc12
    6.9	0	.	-7	.	.	2	0
- O=C(C[C@H]1CC[C@H](NC(=O)Nc2cc(F)ccc2F)[C@H](CO)O1)NCc1ccncn1
    -0.2	-3	2	3	1	5	.	-5
- Cc1cnc(NC(=O)/C=C/c2ccc(Br)o2)s1
    .	-7	9	-24	3	-3	-8	4
